Screening data as filed in PubChem.
MITF inh: blocks human microphthalmia-associated transcription factor | AlphaScreen MITF homodimerization, bead proximity signal | inhibition, % at 2.6 µM | actives 0.91% (n = 650,000) | O75030 | AID 1259374; in the data active means inhibition above about 50%;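 further: 0% = vehicle wells with protein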
FBW7 act: activators of human E3 ligase FBW7; normalized activity (activation), % at 26.1 µM; Q969H0; actives 0.13% (n = 650,000); AlphaScreen FBW7–phospho-cyclin E peptide binding, activator screen; in the data active means normalized activity above about 1.9%;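 further: purified mutant Fbw7 with reduced substrate affinity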
Target sequence (Q969H0 whole entry, looked up): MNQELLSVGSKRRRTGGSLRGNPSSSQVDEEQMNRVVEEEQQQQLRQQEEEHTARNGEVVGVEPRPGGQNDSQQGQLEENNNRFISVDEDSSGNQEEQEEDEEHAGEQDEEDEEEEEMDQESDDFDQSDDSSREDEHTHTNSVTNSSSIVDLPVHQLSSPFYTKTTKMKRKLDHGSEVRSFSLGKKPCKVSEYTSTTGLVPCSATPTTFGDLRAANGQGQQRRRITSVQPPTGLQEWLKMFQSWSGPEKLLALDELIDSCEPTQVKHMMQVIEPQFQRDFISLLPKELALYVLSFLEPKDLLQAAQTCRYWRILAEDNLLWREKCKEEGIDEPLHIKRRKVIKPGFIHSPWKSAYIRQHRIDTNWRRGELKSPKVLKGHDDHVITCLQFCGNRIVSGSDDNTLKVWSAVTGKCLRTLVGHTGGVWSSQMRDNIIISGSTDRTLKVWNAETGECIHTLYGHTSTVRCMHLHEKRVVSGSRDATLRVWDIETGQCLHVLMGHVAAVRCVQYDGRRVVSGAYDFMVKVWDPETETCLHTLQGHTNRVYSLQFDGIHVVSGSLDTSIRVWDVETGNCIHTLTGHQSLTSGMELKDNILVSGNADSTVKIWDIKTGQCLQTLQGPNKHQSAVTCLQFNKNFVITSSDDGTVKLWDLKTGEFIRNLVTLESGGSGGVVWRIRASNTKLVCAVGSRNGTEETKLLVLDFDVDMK
TEAD-YAP block: TEAD-YAP interaction inhibition; HEK-TIYL cells, TEAD-Gal4/YAP UAS-luciferase luminescence; inhibition, % at 9.12 µM; actives 1.4% (n = 640,000); AID 1259422; in the data active means inhibition above about 32%;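 further: 0% = median of test compound wells and 100% = reference inhibitor wells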
GPR151 ag: activates the human receptor GPR151 | PathHunter beta-arrestin GPR151 cells, luminescence | activation, % at 11.2 µM | actives 1% (n = 650,000) | AID 1508602; in the data active means activation above about 4.9%;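 further: 0% = median of compound wells and 100% = cells with positive control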
Active calls of the source: *.

The line under a structure holds: MITF inh	FBW7 act	TEAD-YAP block	GPR151 ag
CC(C)(C)c1cc(CN2CCOCC2)c(O)c(CN2CCOCC2)c1
    9	0.2	0	-0.4
COc1ccc(OC)c(NC(=O)c2sc3ncnc(N4CCc5ccccc5C4)c3c2C)c1
    -1	0.0	1	0.7
COC(=O)c1ccccc1C(=O)N1CCC[C@@H]2CN(C(=O)c3cccc(OC)c3)CC[C@H]21
    18	-0.1	10	-0.9
CCOC(=O)c1ccc(-c2ccc(/C=C(/C#N)C(=O)N3CCOCC3)o2)cc1
    6	0.0	-37	1.8
O=C(/C=C/c1ccccc1[N+](=O)[O-])N1CCN(c2ccc(F)cc2)CC1
    14	-0.2	0	-0.7
O=c1cc(Nc2ccc(Br)cc2)c2ccccc2o1
    9	0.1	1	-0.1
CCOC(=O)N1CCC(N2C(=O)c3ccccc3C2Nc2ccc(C)cc2)CC1 (configuration not stated)
    5	-0.2	-9	-0.6
Cc1ccc(NC(=O)c2ccc(NCCCN3CCN(c4cccc(Cl)c4)CC3)c([N+](=O)[O-])c2)c(C)c1
    -3	-0.5	2	0.2
CSc1nnc(-c2cccc([N+](=O)[O-])c2)n1C
    -1	0.3	9	-0.4
O=C(O)c1nccnc1C(=O)Nc1ccc(Br)cc1
    15	0.1	5	0.8
CC1=C(C(=O)N(C)C)C(c2ccccc2F)n2c(nc3ccccc32)N1 (configuration not stated)
    19	0.2	-7	-0.5
Cn1c(C(=O)Nc2ccccc2)cc2sccc21
    13	-0.2	-39	-0.2
CCOc1ccccc1Nc1nnc(SCC2CCCO2)s1 (configuration not stated)
    7	0.1	-12	-3.3
COCCn1c2ccccc2n2c(=O)n(CC(=O)Nc3cccc(-c4ccc(C)o4)c3)nc12
    3	0.1	-1	-0.7
Cc1cccc(OCC(=O)Nc2cc(C)ccc2O)c1
    6	0.1	-2	2.0
Nc1nc2c(s1)CCc1c-2cnn1-c1ccccc1
    -3	0.1	45*	-0.5
CCOC(=O)C1=C(C)N=c2s/c(=C\c3ccc(-c4ccc(C(=O)OCC)cc4)o3)c(=O)n2C1c1ccc(OC)c(OC)c1 (configuration not stated)
    -4	0.0	-3	-1.0
N#Cc1c(CCCNC(=O)c2ccccc2)nn(-c2ccccc2)c1N
    -2	-0.1	-7	-1.3
CCOc1ccc2ccccc2c1CNCCN1CCOCC1
    18	0.6	-5	-2.2
COc1cccc(C2(NC(=O)C3C4C=CC5(CN(C(C)C)C(=O)C35)O4)CCCC2)c1 (configuration not stated)
    -4	0.0	0	-1.1
COc1cc(Cl)cc(C2NC(=O)NC(C)=C2C(C)=O)c1OCC(=O)O (configuration not stated)
    -12	-0.3	2	-0.6
COc1ccccc1OCC(=O)NNC(=O)c1cc(C)[nH]n1
    -1	-0.2	3	-2.2
Cc1ccc(-c2[nH]ncc2CN2CCC(C(N)=O)(N3CCCCC3)CC2)cc1C
    -11	0.0	16	2.3
CN(Cc1ccco1)C(=O)CC1(c2cccc(F)c2)CC(=O)N(Cc2cccnc2)C1=O (configuration not stated)
    0	-0.2	-9	1.2
COc1ccc(NC(=O)c2cc3c(=O)n(C)c(=O)n(C)c3n2Cc2ccccc2)cc1
    11	0.3	2	-0.2
O=C(CSc1nnc(-c2ccccc2Cl)n1-c1ccccc1)c1ccc2c(c1)Cc1ccccc1-2
    -3	0.2	-7	-1.1
Cc1cccc(N2CCN(Cc3nnnn3Cc3cccs3)CC2)c1C
    2	-0.5	-15	-1.6
Cc1ccc(Cl)cc1NC(=S)N(CCCN1CCOCC1)Cc1ccco1
    -3	-0.3	5	-0.7
C1=C(c2cccs2)N2CCN=C2S1
    15	0.2	-6	-0.9
O=C(Nc1ccccc1Cl)c1cc2cc(Cl)ccc2oc1=O
    6	0.1	2	0.5

Only MITF inh, for some of the entries so far:
| compound | MITF inh |
| --- | --- |
| COc1cc(Cl)cc(C2NC(=O)NC(C)=C2C(C)=O)c1OCC(=O)O (configuration not stated) | -12 |
| Cc1ccc(-c2[nH]ncc2CN2CCC(C(N)=O)(N3CCCCC3)CC2)cc1C | -11 |
| CN(Cc1ccco1)C(=O)CC1(c2cccc(F)c2)CC(=O)N(Cc2cccnc2)C1=O (configuration not stated) | 0 |
| C1=C(c2cccs2)N2CCN=C2S1 | 15 |

Next part.
The line under a structure holds: MITF inh	FBW7 act	TEAD-YAP block	GPR151 ag
COc1ccc(C(=O)NCC(=O)OCC(=O)NNC(=O)c2ccc([N+](=O)[O-])cc2)cc1
    9	0.2	-15	0.6
Cc1cc(OCC(=O)NCC2CCCO2)c(C)cc1Br (configuration not stated)
    6	0.3	-21	4.8
Cc1ccc(Sc2ccc([N+](=O)[O-])cc2C(=O)O)cc1
    16	0.0	-1	1.3
O=C(CN1N=NC2C(=O)N(c3cccc(Cl)c3)C(=O)C21)Nc1cccc(Cl)c1 (configuration not stated)
    8	0.1	0	0.5
CC1=C(C(=O)OC2CCCC2)C(c2ccc(Cl)cc2)NC(=O)N1C (configuration not stated)
    8	0.1	3	-0.6
Nc1cc(-c2ccc(Br)cc2)nn1Cc1cccc(Cl)c1
    2	-0.2	18	0.4
COC(=O)c1cc(S(=O)(=O)NC2CCCCCC2)cn1C
    -7	0.0	-4	-1.2
COCCn1c(=O)n(CC(=O)NC23CC4CC(CC(C4)C2)C3)c2cccnc21
    3	0.0	10	2.4
Cc1nc2sc(C(=O)c3ccc4c(c3)OCO4)c(N)c2c(C)c1C
    -3	0.0	-50	-0.4
C=CCN1C(=O)/C(=C/c2ccc(OCc3cccc(C(=O)O)c3)cc2)C(=O)NC1=S
    -2	-0.2	79*	-9.8
Cc1ccc(Nc2nc(-c3ccccc3F)nc3ccccc23)cc1Cl
    -12	-0.1	-11	0.7
Clc1ccccc1Cn1c2ccccc2c2nc3ccccc3nc21
    -15	-0.1	-12	2.3
O=C(Cc1ccc(Cl)cc1)N/N=C/c1ccco1
    5	0.5	4	-0.8
O=C(Nc1ccc(N2CCOCC2)cc1)c1ccc2c(c1)S(=O)(=O)c1ccccc1C2=O
    -3	-0.1	-8	0.6
O=C(C1CCCCC1)N1CCC(O)(c2cccnc2)CC1
    -4	-0.1	6	0.7

One compound at a time, from the list above. Order of values: MITF inh, FBW7 act, TEAD-YAP block, GPR151 ag
Shown for `Nc1cc(-c2ccc(Br)cc2)nn1Cc1cccc(Cl)c1` → 2, -0.2, 18, 0.4
Shown for `COc1ccc(C(=O)NCC(=O)OCC(=O)NNC(=O)c2ccc([N+](=O)[O-])cc2)cc1` → 9, 0.2, -15, 0.6
Shown for `O=C(Cc1ccc(Cl)cc1)N/N=C/c1ccco1` → 5, 0.5, 4, -0.8
Shown for `O=C(C1CCCCC1)N1CCC(O)(c2cccnc2)CC1` → -4, -0.1, 6, 0.7

Continuation.
The line under a structure holds: MITF inh	FBW7 act	TEAD-YAP block	GPR151 ag
O=c1ccc2c(Cl)cc(Cl)c(O)c2[nH]1
    -17	-0.1	-6	0.8
Cc1ncn(-c2ccc(Nc3nccc(-c4cc(F)cc(-c5c(C)n[nH]c5C)c4)n3)cc2)n1
    8	0.3	0	-1.6
CCCC(=O)Nc1sc(C)c(C)c1C(=O)Nc1ccccc1
    4	-0.1	5	-0.4
COC(=O)c1ccc2c(c1)C(=O)/C(=C\c1cc(OC)ccc1OC)O2
    -5	-0.1	-15	2.5
CCOC(=O)c1oc2ccccc2c1NC(=O)CCN1CCCCC1
    12	-0.1	4	2.4
CC(C)NC(=O)c1ccc2c(c1)N(CC(=O)N1CCCC1)C(=O)C(C)(C)O2
    9	0.5	9	-0.9
CCOC(=O)c1ccc(NC2=C(N3CCCCC3)C(=O)c3ccccc3C2=O)cc1
    18	0.1	-3	0.0
CC(C)(C)N=Cc1c(O)n(-c2ccccc2C(F)(F)F)c(=O)c2ccccc12
    -12	-0.1	-2	0.9
O=C(NCCS(=O)(=O)N1CCN(c2ncccn2)CC1)c1cc(Cl)ccc1Cl
    -7	-0.1	-9	1.5
Cc1cccc(C)c1NC(=O)NN1C(C)CCCC1C (configuration not stated)
    19	0.2	0	-0.3
CCOc1ccc(OCCOc2ccccc2C(N)=O)cc1
    10	0.0	-4	-1.7
Cc1ccc(CN2CCN3C(=O)[C@H](Cc4ccccc4)NC(=O)[C@H]3C2)cc1C
    9	-0.1	-4	-0.3
O=C1c2nccnc2C(=O)N1c1nccs1
    20	0.3	-4	0.3
CCOC(=O)N1CCN(C(=O)Cn2cnc3c2c(=O)n(C)c(=O)n3C)CC1
    -7	-0.1	-10	0.5
COCCN1CCC(CN(C)c2nc3nonc3nc2N2CCCCC2)C1 (configuration not stated)
    -1	0.0	-5	2.3

Continuation.
mol	MITF inh	FBW7 act	TEAD-YAP block	GPR151 ag
COc1cc(NC(=O)c2cnc(-c3ccc(C(N)=O)cc3)s2)cc(OC)c1OC	0	0.0	-3	1.4
COc1cccc(CN2CCN(S(C)(=O)=O)CC2)c1	-4	0.1	12	0.7
O=C1C2=C(Nc3[nH]c(=O)[nH]c(=O)c3C2c2ccc(Cl)cc2)c2ccccc21 (configuration not stated)	26	-0.2	42*	0.3
COc1cc(NC(=O)c2ccc(NC(C)=O)cc2)c(OC)cc1NC(=O)c1ccccc1	6	0.1	8	1.2
Cc1ccc(NC(=O)c2ccc3c(c2)C(=O)N(c2cccc(C(=O)c4ccccc4)c2)C3=O)cc1C	16	0.2	-2	-1.1
Cc1ccc(C(=O)N/C(=C\c2cccc([N+](=O)[O-])c2)C(=O)Nc2cccc(C(=O)O)c2)cc1	1	0.0	-4	1.8
COC(=O)c1cccc(NC(=O)CCN2C(=O)c3ccc([N+](=O)[O-])cc3C2=O)c1	16	0.0	-1	1.2
CC(=O)CCc1c(-c2ccc(Br)cc2)c2ccccc2n1S(=O)(=O)c1ccc(C)cc1	11	0.1	-7	-0.1
CCCCC(=O)Nc1nc(C(=O)OCC)cs1	1	0.0	-12	1.0
O=C(O)c1ccc2c(c1)C1C=CCC1C(c1cccc3ccccc13)N2 (configuration not stated)	23	-0.1	49*	0.1
COc1cc(C(=O)Nc2cc(-c3nc4ccccc4[nH]3)ccc2C)cc(OC)c1OC	7	0.1	-11	-0.9
Cc1ccc(CNC(=O)CCCc2nnc3n(C)c(=O)c4sccc4n23)cc1	-3	-0.1	0	0.7
Cc1[nH]cnc1-c1ccc(C(F)(F)F)cc1	15	-0.1	-9	-0.7
C=CCNc1nc(Nc2ccc(I)cc2C)nc(N2CCOCC2)n1	21	-0.1	-19	0.9
O=C(NCC(=O)N(c1ccccc1)C(C(=O)NC1CCCC1)c1cccnc1)c1ccco1 (configuration not stated)	6	0.0	1	1.1
Cc1cccc(NC(=O)CCc2nc3ccccc3[nH]2)c1	-5	0.1	-2	0.5
COC(=O)CCC(=O)Nc1cc(Cl)c(Cl)cc1Cl	-2	0.0	11	-1.0
COc1ccccc1CNc1nc2nc(C)cc(C)n2n1	11	0.0	7	3.2
CCCCN(CC)C(=O)c1ccc2c(c1)OCO2	10	0.1	10	3.7
CCN(CC(=O)N1CCN(c2ccc(F)cc2)CC1)S(=O)(=O)c1ccc(Cl)cc1	17	0.1	4	0.5
O=C(c1ccc(F)cc1)c1ccc(-c2nc3ccccc3nc2-c2ccc(F)cc2)cc1	-25	0.1	-5	-0.3
COc1cc(OC)nc(Oc2ccc3c(-c4ccncc4)cc(=O)oc3c2)n1	-2	-0.1	-4	-0.3
NC1=NN=C(c2ccccc2)CS1	2	-0.7	-11	-0.4
CCC(C)(C)NC(=O)CN(C(=O)CCC(=O)Nc1ccccn1)c1ccc2c(c1)OCO2	12	0.0	-1	-0.3
Cc1cc(C)c2c(N)c(C(=O)Nc3c(C)n(C)n(-c4ccccc4)c3=O)sc2n1	4	0.1	-2	4.6
CC(=O)NS(=O)(=O)c1ccc(NC(=S)NC(=O)c2cccc3ccccc23)cc1	16	0.4	-2	0.7
CCOC(=O)c1sc(NC(=O)c2nc3ncccn3n2)c(C(=O)OC)c1C	-9	0.1	3	-1.1
CC(C)C[C@H]1NC(=O)[C@@H]2C[C@H](NCc3nc(-c4ccccc4)cs3)CN2C1=O	-14	0.2	-3	1.3
Cc1cc(C)c2nc(NCCNC(=O)c3ccco3)c(C#N)cc2c1	1	0.0	7	-0.4
CCOc1ccc(N(C(C)C(=O)NCc2ccc(C)cc2)S(C)(=O)=O)cc1 (configuration not stated)	3	0.6	3	0.5
O=C(NCc1ccncc1)C(=O)N1CCCC1	10	0.2	15	0.7
O=S1(=O)CCN(C(CCO)c2ccsc2)CC1 (configuration not stated)	9	0.1	-14	0.4
Cc1cccc(NC(=O)NCC2CC(=O)N(c3ccccc3)C2)c1 (configuration not stated)	0	0.0	4	2.5
CCOC(=O)C1=C(C)N=c2s/c(=C\c3ccc(N(CC)CC)cc3)c(=O)n2C1c1ccc(Cl)cc1 (configuration not stated)	-8	-0.1	-4	-0.4
CCCCOc1ccc(OCCCCN2CCN(C)CC2)cc1	5	-0.2	-17	-0.1
COc1ccc(/C=C/C(=O)NCC(=O)N2CCC(N(C)C3CCCC3)CC2)cc1OC	-2	-0.2	-2	-0.9
Cc1cccc(C)c1NC(=O)CSc1nnc2ncccn12	2	0.1	2	-0.2
O=C(c1cccc(Cl)c1)N1CCC(C(=O)N2CCN(c3ccccc3)CC2)CC1	15	0.2	-3	-1.5
C=CCn1c(SCC(=O)Nc2ccccc2)nnc1C(CO)NC(=O)c1ccccc1 (configuration not stated)	-15	0.1	-4	-2.3
